ROC1-CUL1 inh: human ROC1-CUL1 E3 ligase inhibition; P62877+Q13616; in vitro K48 di-Ub FRET, acceptor:donor ratio, 45 min; inhibition, % at 10 µM; 0.6% of 140,000 active; AID 1347404; in the data active means inhibition above about 25%
Target sequence (P62877 whole entry, looked up): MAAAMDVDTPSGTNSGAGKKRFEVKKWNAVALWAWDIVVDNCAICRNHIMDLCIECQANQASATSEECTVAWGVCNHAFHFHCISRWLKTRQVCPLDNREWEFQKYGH
Target sequence (Q13616 whole entry, looked up): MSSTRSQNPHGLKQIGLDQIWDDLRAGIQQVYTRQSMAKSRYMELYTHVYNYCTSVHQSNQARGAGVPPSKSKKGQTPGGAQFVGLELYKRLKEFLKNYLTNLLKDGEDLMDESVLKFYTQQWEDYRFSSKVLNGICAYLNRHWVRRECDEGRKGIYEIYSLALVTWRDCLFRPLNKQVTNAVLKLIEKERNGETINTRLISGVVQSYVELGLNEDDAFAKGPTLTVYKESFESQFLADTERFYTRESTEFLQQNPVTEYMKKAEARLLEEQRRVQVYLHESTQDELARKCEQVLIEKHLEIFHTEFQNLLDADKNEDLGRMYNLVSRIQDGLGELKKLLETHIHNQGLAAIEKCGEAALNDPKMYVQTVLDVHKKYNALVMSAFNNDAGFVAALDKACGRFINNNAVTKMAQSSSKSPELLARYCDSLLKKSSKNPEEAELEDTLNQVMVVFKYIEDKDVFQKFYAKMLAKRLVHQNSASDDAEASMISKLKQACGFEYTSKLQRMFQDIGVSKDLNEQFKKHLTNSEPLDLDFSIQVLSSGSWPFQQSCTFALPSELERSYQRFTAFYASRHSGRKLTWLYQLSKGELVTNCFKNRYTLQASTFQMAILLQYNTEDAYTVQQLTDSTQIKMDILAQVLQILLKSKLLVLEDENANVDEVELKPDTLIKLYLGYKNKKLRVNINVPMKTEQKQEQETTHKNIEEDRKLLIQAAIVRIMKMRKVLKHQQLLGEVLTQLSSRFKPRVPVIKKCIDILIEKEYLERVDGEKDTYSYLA
Numbers without * were called inactive. Only part of the results is shown; the hit share may differ from the screen's.

A first look, seven compounds:
SMILES	ROC1-CUL1 inh
O=C1NC(c2ccc(C(=O)O)cc2)C(C(=O)c2cccs2)C(O)(C(F)(F)F)N1 (configuration not stated)	4
COc1ccc(NC(=O)CSCC2=Nc3ccc(C)cc3C(=O)C2)cc1	4
CCc1cc(C(=O)OC)c(NC(=O)C2CCCO2)s1 (configuration not stated)	-4
CCOC(=O)CN(C(=O)CSc1nnc(-c2cccs2)n1CC)c1ccc(Cl)cc1	5
O=C1NC(=S)N(c2cccc(Cl)c2)C12CCCCC2	4
Cc1ccc(SCC(=O)Nc2cc(C)c(C)cc2Br)cc1	-3
COc1cc(/C=N/NC(=O)C2CCCN2S(=O)(=O)c2ccc(Cl)cc2)ccc1OCc1ccc(Cl)cc1 (configuration not stated)	-11

The listing, previewed entries included:
SMILES	ROC1-CUL1 inh
O=C1NC(c2ccc(C(=O)O)cc2)C(C(=O)c2cccs2)C(O)(C(F)(F)F)N1 (configuration not stated)	4
COc1ccc(NC(=O)CSCC2=Nc3ccc(C)cc3C(=O)C2)cc1	4
CCc1cc(C(=O)OC)c(NC(=O)C2CCCO2)s1 (configuration not stated)	-4
CCOC(=O)CN(C(=O)CSc1nnc(-c2cccs2)n1CC)c1ccc(Cl)cc1	5
O=C1NC(=S)N(c2cccc(Cl)c2)C12CCCCC2	4
Cc1ccc(SCC(=O)Nc2cc(C)c(C)cc2Br)cc1	-3
COc1cc(/C=N/NC(=O)C2CCCN2S(=O)(=O)c2ccc(Cl)cc2)ccc1OCc1ccc(Cl)cc1 (configuration not stated)	-11
Cc1ccc(-c2noc(CCC(=O)N(C)c3ccccc3F)n2)cc1	7
COc1ccc(C2CC(c3ccccc3O)=Nc3ccccc3S2)cc1 (configuration not stated)	5
COc1cc(OC)cc(C(=O)Nc2cccc(N3CCCC3)c2)c1	0
Cc1ccc(-c2cc(C(=O)Oc3ccc(C#N)cc3)no2)cc1	-9
CCc1cccc(NC(=O)c2c(CC)noc2C)c1	-5
NC(=NC(NC(=O)COc1ccccc1)(C(F)(F)F)C(F)(F)F)c1ccccc1	1
COc1cc(/C=C/c2nc(C#N)c(N3CCCCCC3)o2)cc(OC)c1OC	-2
O=C1CC(c2ccc(F)cc2)Cc2nc(N3CCN(CCO)CC3)ncc21 (configuration not stated)	10
CCc1ccc(CCC(=O)N2CCc3ccccc3C2)cc1	0
C=CCn1c(=O)c2c(nc3n(-c4ccccc4)c(C)c(C)n23)n(C)c1=O	2
O=C(CSc1ccc2nc(-c3ccccc3)cn2n1)Nc1ccccc1	7
C/C(CC(=O)Nc1cccc(C)n1)=N\NC(=O)COc1cc(C)cc(C)c1	5
OC(COc1ccc(Cl)cc1Cl)CN1CCN(c2cccc(Cl)c2)CC1 (configuration not stated)	7
O=C(O)COc1ccccc1Cl	1
S=c1[nH]nc(C2COc3ccccc3O2)n1-c1ccccc1 (configuration not stated)	-3
O=S(=O)(Cc1ccccc1F)Nc1ccc(Cl)cc1	-2
CCCCC(=O)Nc1cc2nn(-c3ccccc3)nc2cc1Cl	0
Nc1c(C(=O)Nc2ccccc2Cl)sc2nc3c(cc12)CCCCCC3	-3
The list goes on.
SMILES	ROC1-CUL1 inh
CCOC(=O)c1c(C)oc2ncnc(NCCCN3CCN(c4cc(C)ccc4C)CC3)c12	-5
CSc1nc(C(N)=O)c(N)s1	-13
Cc1ccc(CCNC(=O)c2ccc3c(Cl)c4c(nc3c2)CCCC4)cc1	-6
COc1ccc(CNC(=O)CCC(=O)N2CC3CCCN3c3ccccc32)cc1 (configuration not stated)	-9
O=S(=O)(NC1CCCCC1)c1ccc(NC(=S)Nc2ccccc2)cc1	7
O=C(NCCc1nc2ccccc2n1Cc1c(F)cccc1Cl)c1ccco1	-4
CN(C)Cc1cccc(Cc2cccc(Cl)c2)c1	-5
COc1cccc(C2C3=C(N=c4s/c(=C/c5c(C)[nH]c6ccccc56)c(=O)n42)c2ccccc2CC3)c1 (configuration not stated)	11
O=S(=O)(Nc1ccc(Cl)c(C(F)(F)F)c1)c1ccc(Br)s1	-3
CCOc1ccc(NC(=O)c2sc3nc4c(cc3c2N)CCC4)cc1	-4
COc1cccc(CN2CCCC(c3nc(-c4ccncc4)ncc3-c3ccccc3C)C2)c1OC (configuration not stated)	7
CC(C)Cc1ccc([C@@H]2C[C@H]3CN(C)C(=O)[C@]34CCCN24)cc1	-3
O=C(COc1ccccc1Cl)NC(=S)Nc1ccc(S(=O)(=O)N2CCCCCC2)cc1	-2
CC(C)(C)C1CCc2c(sc(NC(=O)c3cccs3)c2C(=O)NCc2ccco2)C1 (configuration not stated)	-3
CCOC(=O)c1sc(NC(=O)COc2ccc(C(C)(C)C)cc2)c(C(=O)OCC)c1C	3
CCc1ccc(CNC(=O)Cc2ccc(NC(=O)N3CCSc4ncccc43)cc2)cc1	2
CN1CCc2nc3sc(C(=O)Nc4ccc5c(c4)OCO5)c(N)c3cc2C1	-11
CCOc1ccccc1NC(=O)C(CC(C)C)NC(=O)C1CCC(C)CC1 (configuration not stated)	-3
Ic1ccc(OCc2cccc3nsnc23)cc1	8
CCOC(=O)c1c(NC(=O)CSc2cn(CCNC(=O)c3ccccc3OC)c3ccccc23)sc2c1CCCC2	-14
COc1ccc(/C=C\C(=O)O)cc1S(=O)(=O)N1CCCCCC1	-5
CCCn1c(NCc2ccccc2C)nc2ccccc21	-1
CCOC(=O)c1c(C)oc2nc(C)nc(N3CCN(c4ccc(C)cc4C)CC3)c12	6
CCOc1ccc2[nH]c(=S)c(C#N)cc2c1	5
COc1cc(C=C2C(=O)NC(=O)NC2=O)cc(I)c1OC	0

Exported as labelled records: entries from further up.
Molecule: CN1CCc2nc3sc(C(=O)Nc4ccc5c(c4)OCO5)c(N)c3cc2C1
  ROC1-CUL1 inh: -11
Molecule: CCOC(=O)c1c(C)oc2nc(C)nc(N3CCN(c4ccc(C)cc4C)CC3)c12
  ROC1-CUL1 inh: 6

Looked up above.
In ROC1-CUL1 inh, OC(COc1ccc(Cl)cc1Cl)CN1CCN(c2cccc(Cl)c2)CC1 (configuration not stated) is listed with 7
In ROC1-CUL1 inh, CCc1cccc(NC(=O)c2c(CC)noc2C)c1 is listed with -5
In ROC1-CUL1 inh, COc1cc(/C=N/NC(=O)C2CCCN2S(=O)(=O)c2ccc(Cl)cc2)ccc1OCc1ccc(Cl)cc1 (configuration not stated) is listed with -11
In ROC1-CUL1 inh, CCc1ccc(CCC(=O)N2CCc3ccccc3C2)cc1 is listed with 0

New compounds follow.
SMILES	ROC1-CUL1 inh
Cc1oc(-c2ccc(Cl)cc2)nc1CN1CCCC(C(=O)NCc2ccc(Cl)cc2)C1 (configuration not stated)	-6
O=C(/C=C/c1cn(CC(O)CN2CCOCC2)c2ccccc12)c1ccccc1 (configuration not stated)	-1
CN(Cc1ccc2nsnc2c1)C(=O)Cn1nnnc1CN1CCCC1	0
COc1ccccc1Nc1nc(N)nc(CN2CCN(C)CC2)n1	-1
C=C(Br)Cn1c(-c2ccc(OC)cc2)nc2ccccc21	-12
CCCCCC1=NN2C(=O)CC(=O)N=C2S1	-9
COc1cc(N=C2NC(=O)CS2)c(C(=O)O)cc1OC	4
Cc1ccc(S(=O)(=O)N2C3C4CC(C32)C2C4C3(C)N=NC2(C)C3(C)C)cc1 (configuration not stated)	2
Cc1ccc(N2C(=O)/C(=C\c3cccs3)SC2=S)cc1C	-8
Cc1cc(C)n(C(=O)c2sc3ccccc3c2Cl)n1	1
Cc1cccc(N2CCCn3c2nc2c3c(=O)[nH]c(=O)n2C)c1C	-7
Cn1c(CNC(=O)c2cccc(Cl)c2)nnc1SCC(=O)Nc1cccc2ccccc12	2
CC(=O)c1ccc(NC(=O)CSc2nc3ccc(NC(=O)COc4ccccc4)cc3s2)cc1	4
O=C(c1cnsn1)N1CCCC(N2CCN(c3cccc(C(F)(F)F)c3)CC2)C1 (configuration not stated)	5
Cc1ccc(-c2nnc(Nc3ccc(C(N)=O)cc3)c3ccccc23)cc1S(N)(=O)=O	0
Cc1ccc(CN(C)C(=O)C2CCN(c3nc(C)c4ccc(S(C)(=O)=O)cc4n3)CC2)cc1	3
COCCN(CC1CCN(Cc2ccccc2OC)CC1)C(=O)C1CCOC1 (configuration not stated)	-12
COc1cccc(CNC(=O)c2sc3ccccc3c2Cl)c1	-4
COCCNC(=O)c1cccc(OC2CCN(Cc3ccc(CO)o3)CC2)c1	-1
CC(=O)Nc1cccc(-c2cn3cccnc3n2)c1	-1
COc1cc(C)c(CC2=NC(=S)N(c3ccccc3)C2=O)cc1C(C)C	5
CCCC(=O)N1CCc2cc(S(=O)(=O)N3CCOCC3)ccc21	13
CC1CCN(c2ncnc3ccccc23)CC1	2
O=C(CSc1ncccc1[N+](=O)[O-])c1ccccc1	10
CCCCN(CCCC)c1nc(N)nc(-c2cc(Cl)ccc2OC)n1	5
Carrying on:
SMILES	ROC1-CUL1 inh
CCc1noc(-c2ccc(N3CCCCC3)c([N+](=O)[O-])c2)n1	-1
Cc1cccc(C2C3(OC(c4ccc(Br)cc4)C24C(=O)c2ccccc2C4=O)C(=O)c2ccccc2C3=O)c1 (configuration not stated)	1
CCC(C)N=C1C(=O)Nc2ccc(C)cc21 (configuration not stated)	5
Cn1c(SCC(=O)c2ccc(Br)cc2)nc2sc3c(c2c1=O)C(C(=O)O)CC3 (configuration not stated)	1
COc1ccc(Br)cc1CNC(=O)CN1CCSc2ccccc21	-10
CCN(c1cccc(C)c1)S(=O)(=O)c1ccc2c(c1)C(=O)C(C(=O)NCCCOC)C=N2 (configuration not stated)	9
COc1ccccc1C(=O)N[C@@H]1c2ccccc2C2(CCN(C(=O)Cc3ccsc3)CC2)[C@H]1OC	-5
COc1ccccc1Oc1ncccc1CNCc1nc(C)c(C)nc1C	-7
CC(=O)c1ccc(NC(=O)C2=CC(c3ccc4c(c3)OCO4)=NS(=O)(=O)N2C)cc1	-7
O=C1CN(CC(=O)N2CCc3[nH]nc(CC4CCCC4)c3C2)C(=O)N1	-8
CCN(CC)c1ccc(NC(=O)c2cnn3c(C(F)F)cc(-c4ccccc4)nc23)cc1	5
Oc1ccc(OC(c2ccccc2)C(O)c2ccccc2)cc1 (configuration not stated)	-6
O=C1NC(c2ccccc2)=NN(C(=O)c2ccccc2)C1c1c[nH]c2ccccc12 (configuration not stated)	-5
CCOc1ccccc1NC(=O)c1ccc(N2CCOCC2)cc1	0
Cc1ccc(S(=O)(=O)n2ncc(Cl)c(Cl)c2=O)cc1	-5
CCOC(=O)c1cccc(Nc2cc(C)nc(C)n2)c1	-1
Cc1ccc(S(=O)(=O)N(Cc2nc(-c3ccc(Cl)cc3)no2)C2CCCCC2)cc1	-3
C=C(C)C(Cc1ccccc1)S(=O)(=O)CCc1ccccc1 (configuration not stated)	1
COc1ccc(CNC(=O)c2ccc3c(c2)N(Cc2ccc(C)cc2)CCS3)cc1	-5
COc1ccc(C2CC(=O)N=C3C2C(=O)Nc2nc4ccccc4n23)cc1 (configuration not stated)	2
COC(=O)NNC(=O)c1sc2ccccc2c1Cl	7
Cc1ccc(C)c(NC(=O)C(c2ccccc2)N2Cc3ccccc3C2=O)c1 (configuration not stated)	3
COc1ccc(N2Cc3cccc(C(=O)Nc4ccc(Cl)cc4)c3C2=O)cc1	-2
CC1CCN(Cc2nnnn2CC(=O)N2CCOc3ccc(Cl)cc3C2)CC1	1
NC(=O)CO/N=C(\N)c1nonc1N	1

Part of the list above in another layout.
O=C1NC(c2ccccc2)=NN(C(=O)c2ccccc2)C1c1c[nH]c2ccccc12 (configuration not stated)
  ROC1-CUL1 inh = -5

O=C1CN(CC(=O)N2CCc3[nH]nc(CC4CCCC4)c3C2)C(=O)N1
  ROC1-CUL1 inh = -8

COc1ccc(N2Cc3cccc(C(=O)Nc4ccc(Cl)cc4)c3C2=O)cc1
  ROC1-CUL1 inh = -2

Cc1ccc(S(=O)(=O)N(Cc2nc(-c3ccc(Cl)cc3)no2)C2CCCCC2)cc1
  ROC1-CUL1 inh = -3

The listing continues:
SMILES	ROC1-CUL1 inh
N#Cc1c(NC(=O)CSc2nc(-c3ccccc3)cc(C(F)(F)F)n2)sc2c1CCCC2	-1
O=C(C1CCCN(c2ccccn2)C1)N1CCc2[nH]nc(-c3ccno3)c2C1 (configuration not stated)	-8
COC(=O)c1ccc(NC(=O)c2ccc(CN3CCCCC3)cc2)cc1	13
O=C(Nc1cccc(NC(=O)c2cc(-c3cccs3)nc3ccccc23)n1)c1cc(-c2cccs2)nc2ccccc12	6
Cc1nn(C)cc1CNC(=O)c1cc2n(n1)C(C(F)(F)F)CC(c1cccs1)N2 (configuration not stated)	-5
O=C(CSc1nc2ccc(C(=O)c3ccccc3)cc2[nH]1)c1ccccc1	0
Cc1c(C(=O)NCCc2ccccc2)nnn1-c1ccc(Br)cc1	3
OCC(CO)(CO)NCc1ccc(-c2ccccc2)cc1	-3
CCOC(=O)c1cn(-c2nc3ccc(C)cc3s2)c2c(F)c(F)c(F)cc2c1=O	1
O=C(c1ccccc1)c1ccc2c(c1)C(=O)N(c1cc(Cl)ccc1Cl)C2=O	4
COC(=O)c1c(N2C(=N)C(C#N)C(c3ccc(Br)cc3)C3=C2CCCC3=O)sc2c1CCCC2 (configuration not stated)	-5
Cc1ccc(S(=O)(=O)N2CCCc3cc(NS(=O)(=O)c4ccccc4)ccc32)cc1	0
O=[N+]([O-])C12CC3CC(C1)CC2([N+](=O)[O-])C3	10
Fc1ccc(-c2n[nH]c(=S)n2-c2ccccc2)cc1	36*
CC(=O)N(c1ccc(C)cc1)C1SC(=O)N(c2ccccc2)C1=O (configuration not stated)	-2
CSc1nc(NNC(=S)NC(=O)c2ccccc2)c2c3c(sc2n1)CCCC3	9
COc1ccc(-c2[nH]c(-c3ccc(Cl)cc3)nc2SCC(=O)NCC2CCCO2)cc1 (configuration not stated)	-4
CC(=O)OCC1OC(COc2ccc(C(=O)c3cscn3)c(O)c2)C(OC(C)=O)C(OC(C)=O)C1OC(C)=O (configuration not stated)	4
COc1cc(CN2CCC3(CC2)CC3C(=O)N(C)CCOc2ccc(C)cc2)cc(OC)c1OC (configuration not stated)	-4
CCn1ccnc1Cn1ccc(-c2cccc(-c3cccnc3)c2)n1	-4
CSc1ncccc1C(=O)NCc1ccc2[nH]c(C)c(C)c2c1	-2
COC(=O)CN1C(=O)C2(c3ccccc31)c1c(C)nn(-c3cccc(Cl)c3)c1OC(=N)C2C#N (configuration not stated)	-2
OC1C2(c3ccccc3)CN3CC1(c1ccccc1)CN(C2)C3c1ccccc1 (configuration not stated)	9

Assay outcomes from PubChem BioAssay.
